Source: PubChem (National Center for Advancing Translational Sciences (NCATS))
IP6K1 inhibitor: blocks human inositol hexakisphosphate kinase 1; Q92551; IP6K1 kinase, ADP-Glo luminescence, 2 h; hits give low values; activity change, % (series mostly up to about 58 µM); 0.81% of 140,000 active; AID 1645851; in the data active = activity change below about -25%
Target sequence (Q92551 whole entry, looked up): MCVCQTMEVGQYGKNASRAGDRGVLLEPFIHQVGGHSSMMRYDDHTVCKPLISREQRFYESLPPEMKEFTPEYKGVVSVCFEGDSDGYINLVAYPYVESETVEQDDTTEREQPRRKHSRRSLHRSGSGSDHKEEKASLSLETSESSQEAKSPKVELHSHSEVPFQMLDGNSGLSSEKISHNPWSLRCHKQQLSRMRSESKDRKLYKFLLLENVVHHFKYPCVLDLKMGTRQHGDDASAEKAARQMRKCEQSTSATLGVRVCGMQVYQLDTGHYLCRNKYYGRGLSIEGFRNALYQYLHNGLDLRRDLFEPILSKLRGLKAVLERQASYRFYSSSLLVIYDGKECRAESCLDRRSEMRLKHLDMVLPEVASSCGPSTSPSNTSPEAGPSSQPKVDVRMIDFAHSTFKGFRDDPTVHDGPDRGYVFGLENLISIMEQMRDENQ
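ADP-Glo luminescence measures ADP made by human IP6K1 during a 2 h RT reaction with ATP/IP6 (mix at 1.3 mM/130 uM); top library doses 57.5 and 19.1 uM final.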
Luciferase inh: inhibitors of firefly (Photinus pyralis) luciferase; P08659; 2.5% of 76,000 active; purified P. pyralis luciferase, luminescence, biochemical; Potency, µM (highest dose often 115 µM), without a hit: at the top dose activity change, negative = inhibition, hits mostly inhibitors; AID 1347043; note: potency is the fitted concentration of half-maximal effect; nearly all actives have a fitted effect of over 65% in size
Target sequence (P08659 whole entry, looked up): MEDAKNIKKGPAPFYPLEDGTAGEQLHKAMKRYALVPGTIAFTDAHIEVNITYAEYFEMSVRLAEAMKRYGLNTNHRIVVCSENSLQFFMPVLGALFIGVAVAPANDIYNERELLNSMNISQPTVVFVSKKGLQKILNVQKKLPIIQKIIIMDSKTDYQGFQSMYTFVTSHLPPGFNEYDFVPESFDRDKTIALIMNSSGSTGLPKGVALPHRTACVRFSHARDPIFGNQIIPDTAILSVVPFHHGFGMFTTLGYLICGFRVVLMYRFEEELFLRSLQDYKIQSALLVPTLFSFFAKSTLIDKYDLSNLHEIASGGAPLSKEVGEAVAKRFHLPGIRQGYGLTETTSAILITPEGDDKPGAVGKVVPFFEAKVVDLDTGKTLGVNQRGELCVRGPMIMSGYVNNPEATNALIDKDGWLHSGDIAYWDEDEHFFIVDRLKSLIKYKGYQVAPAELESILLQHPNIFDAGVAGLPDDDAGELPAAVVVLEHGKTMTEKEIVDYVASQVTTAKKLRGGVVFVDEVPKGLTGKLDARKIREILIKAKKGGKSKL
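Purified 10nM P. pyralis luciferase with 10uM D-luciferin and 10uM ATP in 50mM Tris acetate pH 7.5, 10mM Mg acetate, 0.01% Tween-20, 0.05% BSA. qHTS titration; luminescence read by CCD imager.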
GPT2 inhibitor: inhibitors of human GPT2 alanine aminotransferase. Recombinant GPT2, coupled pyruvate oxidase/HRP Amplex Red fluorescence. AID 1671188. 0.25% of 100,000 active. Potency, µM (titrated, usually from 57.7 µM), inactives show at the top dose activity change, negative = inhibition, actives largely listed as inhibitors. Q8TD30; note: potency is the fitted concentration of half-maximal effect; nearly all actives have a fitted effect of over 60% in size; many of its hits are not listed in these tables
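Fluorescence read-out: pyruvate from GPT2 turnover coupled to pyruvate oxidase, HRP and Amplex Red (0.2mM ThPP, 0.2U/mL PO and HRP, 50uM Amplex final). Substrates 250uM a-KG, 2mM L-alanine; enzyme 10ng/uL; 30 min RT.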
SNCA expr inh: SNCA gene expression inhibition; 0.17% of 140,000 active; AID 1671194; Potency, µM (titrated, usually from 57.2 µM), for the others: at the top dose activity change, negative = inhibition, usual class: inhibitors; HEK-293 SNCA-luciferase knock-in, luminescence, 24 h;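 note: potency is the fitted concentration of half-maximal effect; plate controls were DMSO cells for no effect and cell-free wells for full effect; nearly all actives have a fitted effect of over 45% in size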
HEK293 viab: cell viability loss counter-screen. AID 1671193. Potency, µM (highest dose often 57.1 µM), without a hit: at the highest dose activity change, negative = cytotoxicity, most hits filed as cytotoxic. 0.12% of 150,000 active. HEK-293-SNCA-luc viability, GF-AFC fluorescence, 24 h;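 note: potency is the fitted concentration of half-maximal effect; 0% = DMSO-treated cells and -100% = medium-only wells without cells; nearly all actives have a fitted effect of over 30% in size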
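Cytotoxicity counterscreen: after 24 h compound treatment of genome-edited SNCA-luciferase HEK-293 cells, live-cell protease substrate GF-AFC read by fluorescence after 30 min; activity scaled between DMSO (0%) and medium-only (-100%), curves Hill-fitted.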
3T3 cytotox: cytotoxic compounds in NIH 3T3 cells; NIH 3T3 viability, CellTiter-Glo ATP luminescence, 48-72 h; Potency, µM (highest dose often 96.7 µM), for inactives: at the highest dose activity change, negative = cytotoxicity, actives largely listed as inhibitors; 4.3% of 94,000 active; note: potency is the fitted concentration of half-maximal effect; nearly all actives have a fitted effect of over 55% in size
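Cytotoxicity is measured as loss of cellular ATP: NIH 3T3 cells (400/well) are exposed to compound for 48 or 72 hr at 37 °C, then CellTiter-Glo luminescence is imaged after 10 min at room temperature.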
HEK293 tox: kills HEK 293 cells | HEK 293 viability, ATP luminescence (CellTiter-Glo), 48-72 h | Potency, µM (top dose mostly 115 µM), for inactives: at the top dose activity change, negative = cytotoxicity, hits mostly inhibitors | 6.6% of 94,000 active; note: potency is the fitted concentration of half-maximal effect; nearly all actives have a fitted effect of over 60% in size
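HEK 293 cells seeded at 250 cells/well were exposed to compound for 48 or 72 hr at 37 degree Celsius. Viability taken as ATP content by CellTiter-Glo luminescence.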
Numbers without * were called inactive; i = inactive; u = inconclusive; x = no result given; & = joins results of further samples; [ ] = another dose, or the depositor's remark. Unless noted, calls come from the whole dose curve; as a rule, active = well fitted curve in the direction sought with a large enough effect; inconclusive = small, poorly fitted or top-dose-only effect, or another doubt; inactive = no such curve, though single readings can be large; an effect the other way counts as inactive or inconclusive. Unless noted, % is set by controls: 0 for no effect and ±100 for the full control effect.

cpd | structure | Luciferase inh | SNCA expr inh | GPT2 inhibitor | 3T3 cytotox | IP6K1 inhibitor | HEK293 tox | HEK293 viab
1 | CC(=O)N1CCN([C@H]2[C@@H]3OC[C@@H](O3)[C@@H](NCc3ccccc3O)[C@@H]2O)CC1 | 1.0%[172 µM] | 29.7%[87.6 µM] | i | 2.3%[174 µM] | -7.8 | 1.7%[172 µM] | 10.0%[87.6 µM]
2 | O=C(NCC1Cn2cccc2C(=O)N1Cc1ccccc1)c1ccccn1 (configuration not stated) | 9.7% | 3.7% | i | 3.1% | -9.4 | -9.6% | -6.0%
3 | COC(=O)N1CCn2cc(C(=O)NCc3ccc(Cl)nc3)nc2C1 | x | -8.0% | u | u | 2.7 | -20.1% | -6.2%
4 | Cc1ccc(-c2cnc(NCc3ccc(C(C)C)cc3)n2C)cc1 | x | 3.1% | x | x | -9.0 | x | 4.4%
5 | COc1ccc(-c2nc(C)nc3c2CCN(Cc2cc(C)on2)CC3)cc1 | -4.2% | 2.4% | i | -18.9% | -6.2 | -0.4% | 5.5%
6 | O=C(c1ccco1)N1CCN(C(=O)C2CCc3ncc(-c4ccsc4)n3C2)CC1 (configuration not stated) | 2.2% | -12.9% | u | -19.2% | 9.6 | -3.2% | -2.2%
7 | CC(C)C(=O)N1CCC2(CC1)OC(=O)N(CCOc1ccccc1)C2(C)c1cccnc1 (configuration not stated) | -10.7%[172 µM] | 24.6%[87.6 µM] | -15.9%[88.5 µM] | u | -4.2 | -34.1%[172 µM] | 7.6%[87.6 µM]
8 | C=CCOc1c(OC)ccc2c1CN(C1CC1)C(=O)CCN2C[C@@H](O)COCc1ccccc1 | x | x | x | u | -7.3 | u | x
9 | O=C(COc1ccc(Cl)cc1)NCCc1csc(-c2ccc(C(F)(F)F)cc2)n1 | x | 29.2% | x | x | -5.4 | x | 19.8%
10 | CCCCCN(CCC(=O)NCCCOC)C(=O)c1ccoc1 | -15.2% | -8.2% | i | u | 6.1 | u | 10.9%
11 | CCOC(=O)N1CCC(NC(=O)c2ccc3c(c2)N(Cc2ccc(F)cc2)C(=O)c2ccccc2S3(=O)=O)CC1 | x | -17.2% | x | x | 18.6 | x | -4.2%
12 | COc1ccc(CC(=O)N2CCN(c3cc(-c4ccccc4)[nH]n3)CC2)cc1OC | -7.1% | 20.9% | i | -29.6% | 0.8 | -27.8% | 8.2%
13 | COCCNC(=O)c1ccc2c(c1)N(C)C(CC(=O)NCc1ccccn1)CO2 (configuration not stated) | -6.8% | u | -6.1% | -13.7% | -16.5 | 1.5% | -6.7%
14 | COc1ccc(F)cc1-c1ccc(CN2CCC(NC(=O)c3ccccc3C)C2)cc1 (configuration not stated) | x | x | x | u | 10.8 | u | x
15 | Cc1ccc(-n2nnc(-c3nc(-c4cccs4)no3)c2N)c(C)c1 | x | 135.2%[activator] | x | x | 13.9 | x | 2.5%
16 | CCc1nc2nc(C)c(NS(=O)(=O)c3ccc(F)c(C)c3)c(=O)n2[nH]1 | x | 26.9% | x | x | -27.9* | x | 7.3%
17 | COc1ccc(CCNC(=O)CN2C(=O)NC3(CCC(C)CC3)C2=O)cc1OC (configuration not stated) | 4.5% | 15.6% | 4.6% | i | 10.2 | 1.6% | -3.0%
18 | COCC(=O)N1CCCC(C(=O)N2CCC(c3ccccc3)CC2)C1 (configuration not stated) | x | 4.4%[87.6 µM] | 2.5%[88.5 µM] | -15.1%[138 µM] | 14.4 | -8.4%[172 µM] | -0.3%[87.6 µM]
19 | Cc1ccc(CN2CCCCCNC(=O)CC2c2ccccc2)o1 (configuration not stated) | -15.1% | -10.0% | 2.5% | u | 6.1 | u | 3.8%
20 | CN(C)C(=O)c1ccc2c(c1)N(C)C(CC(=O)NC1(CO)CCCCC1)CO2 (configuration not stated) | 2.5% | 10.1% | 3.3% | -0.1% | 5.3 | -3.7% | 12.5%
21 | O=C(c1n[nH]c2ccccc12)N1CCC2(CC1)N(c1ccccc1)C(=O)CS2=O (configuration not stated) | 6.0% | -2.8% | i | -7.1% | 12.6 | 3.1% | -7.6%
22 | CCOc1ccccc1CNC(=O)c1cc2oc3ccccc3c2n1CC | x | 33.9%[activator] | x | x | -21.4 | x | -10.1%
23 | COC(=O)NC1CCN(c2nccc(Nc3ccccc3F)n2)CC1 | x | -3.5% | i | u | 17.4 | u | 5.9%[12.5 µM]
24 | CC(=O)N1CCN(C(=O)c2cn3cc(-c4cccc(C(F)(F)F)c4)sc3n2)CC1 | x | 5.5% | i | u | -4.7 | u | -7.2%
25 | COCCNC(=O)C1COC2(CCN(C(=O)c3ccc(F)cc3)CC2)N1C(=O)c1cccc(C)c1 (configuration not stated) | 5.6% | 0.6% | -9.2% | -16.5% | 17.8 | -4.4% | 13.1%

Carrying on.
cpd | structure | Luciferase inh | SNCA expr inh | GPT2 inhibitor | 3T3 cytotox | IP6K1 inhibitor | HEK293 tox | HEK293 viab
26 | COc1cccc(CNC(=O)c2ccc3c(c2)nc2n3CCC(C)C2)c1 (configuration not stated) | x | 75.1%[activator] | x | x | 21.3 | x | -2.0%
27 | COc1ccc(-c2ccnc3nc(C4CC4)nn23)cc1 | 0.5% | 20.5% | -4.8% | u | -3.9 | u | 4.3%
28 | Cc1ccc(CNC(=O)CSCc2ccc(F)cc2)cc1 | x | 36.8%[activator] | x | x | -5.6 | x | 2.4%
29 | Cc1ccc([S+](=O)([O-])N2CCN(C(=O)c3nc4cccnc4n(C4CC4)c3=O)CC2)cc1 | x | -0.5% | 1.1% | -20.2% | 4.1 | -4.5% | -3.1%
30 | O=C(O)C1CCc2nnc(C3CCN(C(=O)c4ccc5c(c4)OC(F)(F)O5)C3)n21 (configuration not stated) | x | u | -6.5%&-10.8% | 3.8% | -2.0&-7.1 | 2.9% | 1.2%&-1.0%
31 | O=C(c1n[nH]c(=O)c2ccccc12)N1CCC[C@H](n2c(=O)n(CC3CC3)c3cccnc32)C1 | 1.0% | -0.5% | i | u | 14.0 | u | -0.4%
32 | CC(C)NC(=O)c1csc(-c2cccc(OC(C)C)c2)n1 | -14.5% | 1.4% | i | u | 20.1 | u | -6.1%
33 | CCOC(=O)c1ccc2ncc(C(=O)OCC)c(NCCc3ccc(OC)c(OC)c3)c2c1 | x | -1.8% | x | x | -10.9 | x | 8.1%
34 | CN1CCCCCCN(C(=O)NC2CCCCC2)[C@H]2CCC[C@H]2C1=O | u | 47.5%[activator] | i | -20.1% | 6.2 | -30.3% | -3.6%
35 | O=C(NCC1CC1)c1noc(-c2ccccc2F)n1 | 39.8µM* | 0.7% | u | -6.9% | 4.7 | -4.8% | -1.4%
36 | CCc1ccc(CNC(=O)c2ccc(CSc3nc4ccncc4n3Cc3ccc(OC)cc3)cc2)cc1 | x | -13.4% | x | x | -2.9 | x | -26.5%
37 | CCCC(=O)OC1=C(C(C)=O)N(Cc2ccccc2)S(=O)(=O)c2ccccc21 | x | -23.2% | x | x | -21.7 | x | 3.6%
38 | CCCn1nc(C)c(-c2cc(C(=O)N3CCCC(Cc4nncn4Cc4ccccc4)C3)[nH]n2)c1C (configuration not stated) | -0.2% | -8.9% | -7.2% | i | 2.4 | i | 1.6%
39 | Cn1ccnc1CN1C(=O)CO[C@H](c2ccc(NC(=O)Nc3ccccc3)cc2)[C@H]1CO | 10µM* | 25.6% | 1.4% | 1.9% | -7.5 | -3.9% | -1.8%
40 | Cc1ccc2[nH]c(CSc3nnc(NC(=O)COc4ccccc4Cl)s3)cc(=O)c2c1 | x | 1.4% | x | x | 2.6 | x | -16.4%
41 | CC1(COc2ccc(-c3nc(COc4ccccc4)no3)cn2)CCCNC1 (configuration not stated) | 35.5µM* | 93.9%[activator] | i | u | 19.2 | u | -6.8%
42 | O=C(Nc1ccc2n(c1=O)C[C@H]1C[C@@H]2CN(C(=O)COc2ccccc2)C1)c1ccccc1 | -5.6% | 14.9% | -0.7% | u | -7.4 | -7.0% | -4.4%
43 | CCN(CC)c1cc(CCC(=O)N2CCN(c3ccc(Cl)cc3)CC2)ccn1 | -4.9% | -19.7% | -26.8% | u | -1.5 | u | -0.3%
44 | N[C@H]1CO[C@H]2[C@@H]1OC[C@@H]2n1cc(CC2CCCCC2)nn1 | -3.8%[230 µM] | 141.3%[activator][87.6 µM] | 4.0%[88.5 µM] | -24.7%[230 µM] | 1.8 | 1.5%[230 µM] | 3.9%[87.6 µM]
45 | COCCN[C@H]1[C@@H]2OC[C@@H](O2)[C@@H](NC(=O)Nc2cccc(OC)c2)[C@@H]1O | -16.6%[172 µM] | -26.3%[87.6 µM] | 3.5%[88.5 µM] | -34.1%[174 µM] | 21.8 | -13.4%[172 µM] | 2.4%[87.6 µM]
46 | CNc1nc2c(c(C(=O)N3CCCC3)n1)CN(C(=O)c1cc(C(C)C)on1)CC2 | -1.7% | 1.4% | 0.3%[11.5 µM] | -18.1% | -8.9 | 4.3% | -4.2%
47 | O=C(Cc1ccccc1)N1CCCC2(CC(c3ccccc3)=NO2)C1 (configuration not stated) | x | 2.8% | 4.6% | -7.1% | -2.2 | -1.0% | -4.7%
48 | O=C(NCCc1ccccc1)N1CC(c2noc(C3CCCN3CC3CC3)n2)C1 (configuration not stated) | -8.6% | -7.2% | i | i | 5.4 | 0.8% | 0.0%[12.5 µM]
49 | COc1ccc(CCNC(=O)Cn2c(=O)nc(-c3ccccc3)c3cc(Cl)ccc32)cc1OC | x | -2.4% | x | x | -5.2 | x | u

Of the compounds above, 2 have a thiophene ring, fused or not:
cpd | structure | Luciferase inh | SNCA expr inh | GPT2 inhibitor | 3T3 cytotox | IP6K1 inhibitor | HEK293 tox | HEK293 viab
6 | O=C(c1ccco1)N1CCN(C(=O)C2CCc3ncc(-c4ccsc4)n3C2)CC1 (configuration not stated) | 2.2% | -12.9% | u | -19.2% | 9.6 | -3.2% | -2.2%
15 | Cc1ccc(-n2nnc(-c3nc(-c4cccs4)no3)c2N)c(C)c1 | x | 135.2%[activator] | x | x | 13.9 | x | 2.5%

Exported with one line to a screen: part of the list above
47. O=C(Cc1ccccc1)N1CCCC2(CC(c3ccccc3)=NO2)C1 (configuration not stated)
48. O=C(NCCc1ccccc1)N1CC(c2noc(C3CCCN3CC3CC3)n2)C1 (configuration not stated)
49. COc1ccc(CCNC(=O)Cn2c(=O)nc(-c3ccccc3)c3cc(Cl)ccc32)cc1OC
assay / compound | 47 | 48 | 49
Luciferase inh | x | -8.6% | x
SNCA expr inh | 2.8% | -7.2% | -2.4%
GPT2 inhibitor | 4.6% | i | x
3T3 cytotox | -7.1% | i | x
IP6K1 inhibitor | -2.2 | 5.4 | -5.2
HEK293 tox | -1.0% | 0.8% | x
HEK293 viab | -4.7% | 0.0%[12.5 µM] | u
